m5-HT2A agonist – mouse Htr2a agonists via beta-arrestin recruitment, primary screen, cell-based, luminescence | activation, % at 7.6 µM | 0.66% of 360,000 active | CHO-K1 mHTR2A beta-arrestin complementation; percent of 30 µM serotonin response;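 active = activation above a run cutoff, the mean activation of all tested compounds plus 3 SD, cut at about 14% in these data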;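 note: 0% = plate median of compound wells and 100% = 30 µM serotonin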
Target sequence (P35363 whole entry, looked up): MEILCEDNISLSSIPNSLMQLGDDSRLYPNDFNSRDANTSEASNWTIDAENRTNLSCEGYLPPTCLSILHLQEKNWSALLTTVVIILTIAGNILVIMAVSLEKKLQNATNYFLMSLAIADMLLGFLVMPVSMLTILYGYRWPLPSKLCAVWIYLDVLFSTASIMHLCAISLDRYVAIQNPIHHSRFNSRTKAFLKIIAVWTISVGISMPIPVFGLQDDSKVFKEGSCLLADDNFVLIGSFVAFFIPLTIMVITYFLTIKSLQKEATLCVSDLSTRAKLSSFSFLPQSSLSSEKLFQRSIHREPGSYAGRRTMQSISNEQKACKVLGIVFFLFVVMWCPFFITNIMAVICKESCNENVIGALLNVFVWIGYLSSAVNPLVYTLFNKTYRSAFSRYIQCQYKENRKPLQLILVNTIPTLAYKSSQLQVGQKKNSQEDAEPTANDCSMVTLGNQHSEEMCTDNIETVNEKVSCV
PDI turbidity – inhibitors of human PDI, primary screen, biochemical, turbidity, single point, plate reader; Protein disulfide-isomerase (Homo sapiens), P07237; PDI insulin aggregation turbidity, A650, 90 min; inhibition, % at 10 µM; 0.052% of 350,000 active; AID 588391, 2011;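 active = mean inhibition across replicates of 30% or more, whatever share of single replicates reach that level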;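 note: absorbance from insulin aggregation driven by PDI reduction with DTT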
Target sequence (P07237 whole entry, looked up): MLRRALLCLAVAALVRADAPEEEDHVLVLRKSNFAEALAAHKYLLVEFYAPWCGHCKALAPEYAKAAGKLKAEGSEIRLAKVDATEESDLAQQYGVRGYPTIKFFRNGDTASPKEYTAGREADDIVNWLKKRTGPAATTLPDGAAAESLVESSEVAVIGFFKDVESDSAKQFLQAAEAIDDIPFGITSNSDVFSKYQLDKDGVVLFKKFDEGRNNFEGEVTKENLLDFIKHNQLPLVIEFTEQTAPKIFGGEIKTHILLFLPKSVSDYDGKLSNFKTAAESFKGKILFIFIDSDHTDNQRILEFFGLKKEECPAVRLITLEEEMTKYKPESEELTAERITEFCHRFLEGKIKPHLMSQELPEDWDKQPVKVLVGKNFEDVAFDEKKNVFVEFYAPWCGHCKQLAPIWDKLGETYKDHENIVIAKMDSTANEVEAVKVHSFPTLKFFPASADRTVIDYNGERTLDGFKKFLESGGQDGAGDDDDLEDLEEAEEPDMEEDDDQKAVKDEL
Shn3 3UTR inh – reduction of Shn3 3'UTR firefly luciferase signal, primary screen, Schnurri-3 inhibitor project, cell-based, Clone20 osteoblasts, set 2 | Clone20 osteoblast Shn3 3'UTR firefly luciferase, 24 h | inhibition, % at 12.5 µM | 0.52% of 360,000 active | AID 588674, 2011;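 active = mean inhibition of at least 75% with every replicate also reaching 75%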;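 note: 0% = median of neutral control wells and 100% = pilot-screen positive control compound; some compounds past the cut are filed as inactive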
NR2E3 ag-1 – inhibitors of NR2E3-RetCOR corepressor binding, primary screen, NR2E3 agonist project, biochemical, TR-FRET, GST-NR2E3, biotin-RetCOR. inhibition of corepressor binding, % at 4.78 µM. AID 2300, 2010. 0.12% of 320,000 active. 1536-well. Photoreceptor-specific nuclear receptor (Homo sapiens), Q9Y5X4;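 active = percent inhibition above the cutoff of mean plus 3 SD of all tested compounds, set per screening campaign, cut at about 20% in these data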;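 note: 0% = DMSO wells and 100% = biotin wells as full block of FRET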
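Material – GST-tagged NR2E3 plus biotinylated RetCOR corepressor · Quantity – NR2E3 fusion 1.35 nM · Times – 5 h incubation at 4 °C · Medium – pH 7.5 Tris-based buffer · Technique – TR-FRET, Eu(K)-anti-GST donor, streptavidin-D2 acceptor, ex 340, em 617/671 nm · Benchmarks – high control biotin, low control 0.6% DMSO · Format – 1536-well plates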
NR2E3 ag-2 – NR2E3 agonists in two-hybrid cells, primary screen, cell-based, luminescence, CHO-S, Gal4-NCOR/VP16-NR2E3; Photoreceptor-specific nuclear receptor (Homo sapiens), Q9Y5X4; luciferase; 0.35% of 360,000 active; inhibition of corepressor binding, % at 3.98 µM; AID 602229, 2012;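 active = inhibition above the mean of all tested compounds plus 3 SD, cut at about 70% in these data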;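 note: 0% = DMSO with NR2E3 transfected cells and 100% = cells lacking NR2E3 construct; higher means lower luciferase signal from less NR2E3 corepressor binding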
TRPM1 prom inh – inhibitors of MITF-dependent TRPM1 promoter reporter, primary screen, cell-based, SK-MEL-5, single point, luciferase; SK-MEL-5 TRPM1 promoter luciferase, 24 h; inhibition, % at 12.5 µM; 0.83% of 330,000 active; AID 488899, 2010;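 active = mean inhibition across replicates of 60% or more, whatever share of single replicates reaches that level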; note: values of inactives mirror those of a sister screen read the other way
Cardio protect – cardioprotection against H2O2-induced cell death, primary screen, uHTS, H9c2 cells, ATPLite luminescence | H9c2 cardiomyocytes, H2O2 injury protection, 2 h | protection from H2O2 cell death, % at 20 µM | 0.63% of 360,000 active | AID 588492, 2011;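 active = compounds giving at least 50% protection of heart cells from peroxide-induced death in the single-dose screen, raw or plate-pattern-corrected value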;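 note: 0% = DMSO wells with peroxide and 100% = DMSO wells without peroxide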
CaV13 FRET inh – Disruptors of the CACNA1D IQ motif to Ca2+-dependent inactivation inhibitor domain association, primary screening, Förster resonance energy transfer in intact living …; HEK cells, CFP/YFP FRET ICDI-IQ, plate reader, 10 min; percent FRET-ratio fall versus neutral wells; 0.098% of 340,000 active; inhibition, % at 12.3 µM;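 active = mean replicate inhibition of at least 30% and at least 1% of replicates passing that level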;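 note: 0% = median of the neutral control wells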
Peg3 promoter – Peg3 promoter-driven luciferase inhibitors, primary screen, cell-based, HeLa, luciferase luminescence; AID 588405, 2011; HeLa PEG-Prom luciferase reporter, overnight; 1.7% of 360,000 active; inhibition, % at 20 µM;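 active = inhibition of at least 50% at 20 µM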
HIF-2a block – HIF-2a reporter inhibitors, primary screen, luminescence, 786-0 RCC cells; inhibition, % at 18.8 µM; 786-0 RCC cells HIF-2a reporter, luciferase luminescence, overnight; 0.72% of 360,000 active;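 active = inhibition of the luminescence signal of 40% or more relative to plate controls, in a single-dose primary screen at 18.75 µM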
iPSC survival up – enhancers of single-cell hiPSC survival, primary screen, ATPlite luminescence; 100% = ROCK inhibitor wells, 0% = DMSO; survival enhancement, % at 20 µM; 0.044% of 360,000 active; in the data active = survival enhancement above about 18%;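 note: cells exposed to compounds for 16 hours before the ATP read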
Starred values were filed as active, the others as inactive; nt = not tested or not shown.

SMILES | m5-HT2A agonist | PDI turbidity | Shn3 3UTR inh | NR2E3 ag-1 | NR2E3 ag-2 | TRPM1 prom inh | Cardio protect | CaV13 FRET inh | Peg3 promoter | HIF-2a block | iPSC survival up
Nc1ccnc(Oc2ccc(F)cc2)c1 | -3.8 | 5.6 | -3.2 | -3.7 | 8.6 | -4.7 | 8.7 | -3.1 | -17.1 | -31.1 | 2.7
COc1ccc(N2C(=O)C3C4C=CC(c5ccccc5)(C3C2=O)C2C(=O)N(c3ccc(OC)cc3)C(=O)C42)cc1 (configuration not stated) | -0.7 | 1.0 | -13.8 | 2.3 | 3.6 | 5.0 | 2.3 | -2.4 | 18.4 | 13.6 | 1.7
COc1ccc(-n2nc(C(=O)NCC(=O)NCc3ccccc3OC)c3ccccc3c2=O)cc1 | 3.6 | 7.2 | 8.1 | 2.5 | -23.3 | 9.1 | 19.1 | -2.2 | 4.8 | 8.1 | -0.5
CCOC(=O)CSc1nc2c([nH]c3ccccc32)c(=O)n1C | 5.8 | -4.2 | -9.3 | -0.4 | 3.4 | -2.7 | -5.2 | -4.5 | 10.8 | 3.0 | -1.1
CC(C)OC(=O)C1C(=O)CC(C)(O)C(C(=O)OC(C)C)C1c1ccccc1 (configuration not stated) | -1.2 | -1.0 | 10.2 | 5.7 | -14.6 | 7.8 | 0.7 | -2.3 | 12.6 | 11.8 | 0.0
CCC(=O)Nc1ccc2c(c1)C(=O)N(C1CCCCC1)C2=O | 7.4 | 0.2 | -6.4 | 2.7 | -4.4 | -8.5 | -1.2 | -6.8 | -36.0 | -34.6 | -0.6
CCCCC(=O)NS(=O)(=O)c1ccc(N=NN(CC)CC)cc1 | -0.5 | 2.3 | 0.1 | -1.9 | -5.1 | -6.3 | -4.3 | -0.3 | 7.4 | 6.6 | 0.8
CC1=NN(C(=O)Cc2ccc(C)cc2)C(O)(c2cccnc2)C1 (configuration not stated) | 8.8 | -14.2 | -2.0 | 0.8 | -13.7 | 4.0 | -0.7 | -8.0 | -14.5 | -22.0 | -1.4
CCc1cc(=O)oc2cc(C)c(CN3CCCCC3)c(O)c12 | -2.5 | -8.9 | -0.2 | -3.2 | 0.9 | -1.5 | 9.0 | -3.9 | 5.3 | 19.1 | -0.1
COc1ccc(OCCOC(=O)c2cc(S(=O)(=O)N3CCOCC3)c(Cl)cc2Cl)cc1 | 0.5 | 1.6 | 15.7 | 1.6 | 10.3 | 3.0 | -2.6 | -4.3 | 8.3 | 4.3 | -0.1
COc1ccc(-c2ccc([C@H]3[C@H]4C=CC[C@@H](C)[C@@H]4C(=O)N3Cc3ccccc3)c(F)c2)cc1C | -0.3 | 6.9 | 16.7 | 0.5 | 1.1 | 3.3 | -19.7 | -7.7 | 7.7 | 35.0 | 1.4
CCOc1ccc2nc(SCC(=O)NC3CCS(=O)(=O)C3)[nH]c2c1 (configuration not stated) | -3.9 | 0.8 | 6.3 | 0.1 | -1.1 | 3.1 | -5.8 | nt | -2.6 | 2.2 | -1.1
CN(C)c1ccc(C2C3C(=O)N(c4ccc(C(=O)O)cc4)C(=O)C3ON2c2ccccc2)cc1 (configuration not stated) | 2.5 | -0.6 | -2.9 | 1.5 | -36.5 | 1.9 | 1.1 | -5.1 | 1.9 | -3.6 | 3.1
Cc1ccc(CN2C(=O)C(CC(C)C)Nc3ncnc(N4CCCCC4)c32)cc1 (configuration not stated) | 3.0 | nt | -20.8 | nt | 10.6 | nt | -3.7 | -6.0 | 17.3 | -4.5 | 0.2
CN(C(=O)c1cccc(NC(=O)Cc2cccc(NC(=O)C3CCN(C(=O)C4CC4)CC3)c2)c1)C1CCC1 | 4.5 | -10.1 | 2.7 | nt | 18.7 | 5.4 | 5.9 | -5.9 | -3.5 | 4.1 | 1.5
O=c1c2c(n3cnnc3n1-c1ccccc1)-c1ccccc1CC21CCCC1 | 5.7 | 7.9 | 9.9 | 0.1 | 6.2 | 7.2 | 1.6 | -3.1 | 4.2 | 11.9 | 7.6
c1ccc(NCn2cncn2)nc1 | -1.6 | -8.9 | -19.2 | 3.8 | -9.5 | 4.5 | 3.9 | -5.3 | 6.2 | 10.0 | -2.3
c1ccc2c(c1)CCCN2Cc1nnc2n1CCCCC2 | 0.4 | 7.5 | -17.1 | -0.8 | -7.4 | 17.5 | 1.3 | nt | 1.5 | -54.9 | 0.6
C#Cc1ccc(CN2CCC(C(=O)Nc3ccc(Oc4ccccc4)nc3)CC2)cc1 | 3.1 | -4.0 | 30.1 | -2.4 | -1.7 | 29.2 | -6.6 | -5.0 | -8.4 | 10.5 | -0.5
Cc1ccc(NS(=O)(=O)c2ccc(C)c(C(=O)N3CCOCC3)c2)cc1 | 5.7 | -0.3 | -0.6 | -0.5 | -2.4 | -6.8 | -3.0 | -5.1 | 5.6 | -3.3 | -0.5
COc1cc(-c2noc(C)c2C(=O)NCCCn2ccnc2)cc(OC)c1OC | 8.5 | -2.3 | -0.9 | nt | -17.9 | 3.4 | 2.8 | -9.2 | 9.9 | 10.1 | -1.3
CC(C)n1cnnc1SCC(=O)NCC(=O)Nc1ccc(F)cc1 | 0.5 | 0.6 | -2.9 | 1.9 | -6.2 | 4.0 | 6.6 | -6.0 | -0.3 | 7.0 | 0.9
O=C(c1ccc(F)cc1)N1CCCC(C(=O)N2CCc3ccccc3C2)C1 (configuration not stated) | 3.2 | -1.9 | 2.6 | -2.4 | -17.8 | 5.2 | -0.6 | -1.0 | 12.6 | 15.7 | -0.6
O=C(CCCCn1c(=O)[nH]c2ccccc2c1=O)NC1CCN(Cc2ccccc2)CC1 | 4.2 | 1.5 | 26.9 | 4.9 | -1.8 | 4.4 | -3.2 | -5.2 | 15.4 | 7.3 | -0.2
COc1cccc(CNC(=O)c2cnc(-c3ccccn3)nc2C(F)(F)F)c1 | -1.3 | -0.2 | 16.0 | -4.7 | -20.7 | 8.0 | 0.9 | -3.3 | 1.2 | 13.6 | 2.1
COc1ccc2nc(SCC(=O)Nc3c(C)cccc3C)[nH]c2c1 | 1.0 | -3.1 | -12.2 | -0.8 | -1.3 | -4.1 | 1.6 | -5.4 | 5.3 | 7.8 | -0.2
Cc1ccnc(NS(=O)(=O)c2ccc(NS(C)(=O)=O)cc2)n1 | 3.7 | -4.5 | 1.8 | 0.1 | -19.3 | 2.6 | 3.7 | -2.3 | -4.2 | 20.6 | 0.0
NC(=O)/C(=C/c1ccc2c(c1)OCO2)NC(=O)c1ccco1 | -0.3 | -7.5 | -34.4 | 2.1 | -16.0 | 4.5 | 5.7 | 5.9 | 6.5 | 9.1 | 2.9
Cn1cc(CN2CCN(Cc3ccccc3)CC2)c(-c2cccc(Cl)c2)n1 | -3.2 | -2.7 | 16.8 | -0.1 | -12.0 | -2.1 | 3.9 | -2.4 | 6.1 | 6.6 | -0.4
CCCC(C(=O)NC1CCCC1)N(Cc1ccc(F)cc1)C(=O)c1snc(C(N)=O)c1N (configuration not stated) | -3.9 | 11.1 | 25.9 | 3.8 | -9.4 | -0.1 | 19.9 | -4.6 | 19.1 | 15.8 | -0.2
Cc1cccc2sc(NNC(=O)c3ccc4c(c3)OCCO4)nc12 | 3.0 | 12.4 | -13.2 | 1.1 | -32.7 | nt | 23.7 | -6.2 | -7.0 | -51.5 | -0.2
O=C(Nc1ccccc1C(=O)O)c1cccc(N2C(=O)c3ccccc3C2=O)c1 | -1.6 | -0.5 | -7.6 | 2.3 | 8.8 | -9.6 | 0.6 | -7.4 | -1.7 | 24.6 | -0.4
O=S(=O)(NC1CC1)c1ccc2c3c(cccc13)CC2 | -2.7 | -2.6 | -11.4 | 1.7 | -26.1 | 0.6 | -5.7 | -15.4 | 8.0 | 21.2 | -0.4
COc1ccc(C2Nc3ccccc3C(=O)N2Cc2ccccc2)cc1 (configuration not stated) | 8.9 | -6.6 | -5.3 | -2.3 | -6.8 | -0.8 | 5.9 | -5.5 | 15.5 | 15.8 | 1.7
O=C(N/N=C/c1cc(Br)cs1)c1ccccc1[N+](=O)[O-] | -1.7 | -16.4 | -5.1 | 0.3 | -30.5 | -1.1 | 0.9 | -2.6 | 0.9 | 20.7 | -0.7
Clc1cccc(N2CCN(Cc3ccc(Br)o3)CC2)c1 | 5.6 | 5.2 | 19.7 | nt | -17.9 | -11.1 | -3.8 | -4.8 | -4.3 | -9.0 | -0.4
Cc1cccc(C)c1NC(=O)CNC(=O)c1c(C)nn(-c2ccccc2)c1Cl | 5.0 | 1.3 | 17.6 | 0.7 | 5.5 | 5.6 | -2.1 | -6.5 | 18.1 | -0.1 | 0.9
CCOc1cc(NC(=O)c2cccs2)c(OCC)cc1NC(=O)c1cccnc1 | -0.1 | 6.1 | 15.3 | -4.3 | -32.9 | 15.4 | 8.2 | -5.8 | 8.4 | 5.5 | -0.6
CCOc1cc(N2CCOCC2)c(OCC)cc1NC(=O)c1cc(S(=O)(=O)N2CCOCC2)ccc1C | 1.8 | 3.1 | 11.2 | nt | -3.4 | 10.7 | 7.1 | -5.2 | 6.5 | 4.3 | 0.0
O=c1[nH]cccc1-c1nc2ccccc2[nH]1 | -10.6 | -0.3 | -39.3 | 1.4 | -57.5 | -29.5 | -1.6 | -2.7 | -91.3 | -167.4 | -0.8
COc1ccc(C2C(C(C)=O)=C(O)C(=O)N2CCc2c[nH]c3ccccc23)cc1 (configuration not stated) | 3.8 | 16.6 | 12.1 | 2.6 | -15.1 | 7.3 | -2.4 | 7.0 | 10.9 | -7.3 | -0.8
CC1CCCCC1NC(=O)C1CCN(S(=O)(=O)c2ccc(-n3cnnn3)cc2)CC1 (configuration not stated) | 3.9 | -9.9 | -10.9 | 2.7 | 6.2 | 4.0 | -4.5 | -5.1 | 15.4 | 11.9 | -0.6

A second format for 2 compounds above:
Below each SMILES – m5-HT2A agonist, PDI turbidity, Shn3 3UTR inh, NR2E3 ag-1, NR2E3 ag-2, TRPM1 prom inh, Cardio protect, CaV13 FRET inh, Peg3 promoter, HIF-2a block, iPSC survival up
> O=C(CCCCn1c(=O)[nH]c2ccccc2c1=O)NC1CCN(Cc2ccccc2)CC1
→ 4.2, 1.5, 26.9, 4.9, -1.8, 4.4, -3.2, -5.2, 15.4, 7.3, -0.2
> Cn1cc(CN2CCN(Cc3ccccc3)CC2)c(-c2cccc(Cl)c2)n1
→ -3.2, -2.7, 16.8, -0.1, -12.0, -2.1, 3.9, -2.4, 6.1, 6.6, -0.4

Bioassay records deposited in PubChem BioAssay by several laboratories.
